Screening results from PubChem BioAssay.
B2AR arrestin = beta2AR (human) beta-arrestin recruitment activity | P07550 | 330,000 compounds, 0.02% hits | Potency, µM (series often up to 46.1 µM), for the others: at the highest dose activation, actives largely listed as activators | beta-arrestin recruitment to beta2AR, cell-based reporter;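 further: potency means the concentration at half of the fitted maximal effect; 0% = DMSO controls and full agonism = EC100 isoproterenol or metaproterenol; nearly all actives have a fitted effect of over 65% in size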
TCR activator = activators of T cell receptors; Potency, µM (titrated, usually from 9.22 µM), for inactives: top-dose activation of IL-2 secretion, usual class: activators; AID 504894; primary human leukocytes, anti-CD3, IL-2 HTRF, 48 h; 330,000 tested, under 10 active; further: % of control where 0% means no effect
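Using a-CD3 beads without co-stimulation, primary human leukocytes were exposed to compounds for 48 hr. An HTRF IL-2 kit measured the cytokine, with europium-to-d2 energy transfer producing emission at 665nm upon 320nm excitation.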
ELG1 repair inh = inhibitors of ELG1-dependent DNA repair in HEK293T cells. 330,000 compounds, 2.3% hits. AID 504467. HEK293T ELG1-luciferase reporter, luminescence, 16 h; DNA damage induced by 5-fluorouridine. Potency, µM (highest dose often 46.1 µM), without a hit: at the top dose activity change, negative = inhibition, actives largely listed as inhibitors; further: potency means the concentration at half of the fitted maximal effect; on the % scale 0 is the no-effect control and ±100 the full control effect; nearly all actives have a fitted effect of over 55% in size
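5-Fluorouridine DNA damage + compound/DMSO, 2,000 cells/well, 16 h, 37 °C/5% CO2. ONE-Glo, 30 min RT, luminescence. Readout = decrease in reporter signal.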
Eya2 inh = blocks the phosphatase activity of human Eya2. 330,000 compounds, 0.006% hits. recombinant Eya2, OMFP fluorescence dephosphorylation (OMFP is methylfluorescein phosphate). Potency, µM (titrated, usually from 76.9 µM), without a hit: at the highest dose activity, negative = inhibition, most hits filed as inhibitors. AID 488837. O00167; further: potency means the concentration at half of the fitted maximal effect; on the % scale 0 is the no-effect control and ±100 the full control effect
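Eya2 protein (added as 0.2 uM solution) was preincubated with compound for 10 min at ambient temperature in 50 mM HEPES pH 7.5, 50 mM NaCl, 5 uM MgCl2, 0.05% BSA, 1 mM DTT. OMFP (added at 50 uM) then reacted 10 min; fluorescence read at 485/525 nm.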
Mito fusion yeast = mitochondrial division inhibition or fusion activation. S. cerevisiae fusion-defective mutant growth rescue, CellTiterGlo 48 h. Potency, µM (highest dose often 46.1 µM), inactives show top-dose growth rescue (activation), actives largely listed as activators. 320,000 compounds, 0.23% hits;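 further: potency means the concentration at half of the fitted maximal effect; % of control where 0% means no effect; nearly all actives have a fitted effect of over 45% in size; temperature-sensitive fusion mutants such as fzo1-1 at 37 °C on non-fermentable ethanol glycerol medium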
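Luminescent cell viability in 1536-well qHTS format served as the measure of rescued growth in ts fusion-mutant S. cerevisiae cultured on non-fermentable YPEG for 48 hours at 37C.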
Tb PFK block = inhibitors of T. brucei phosphofructokinase | AID 485367 | T. brucei PFK, ADP-Glo luminescence | O15648 | 330,000 compounds, 0.17% hits | Potency, µM (top dose mostly 57.5 µM), for inactives: top-dose activity, negative = inhibition, actives largely listed as inhibitors;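 further: potency means the concentration at half of the fitted maximal effect; 0% = uninhibited 1x PFK enzyme wells and -100% = no-enzyme wells; nearly all actives have a fitted effect of over 60% in size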
Target sequence (O15648 whole entry, looked up): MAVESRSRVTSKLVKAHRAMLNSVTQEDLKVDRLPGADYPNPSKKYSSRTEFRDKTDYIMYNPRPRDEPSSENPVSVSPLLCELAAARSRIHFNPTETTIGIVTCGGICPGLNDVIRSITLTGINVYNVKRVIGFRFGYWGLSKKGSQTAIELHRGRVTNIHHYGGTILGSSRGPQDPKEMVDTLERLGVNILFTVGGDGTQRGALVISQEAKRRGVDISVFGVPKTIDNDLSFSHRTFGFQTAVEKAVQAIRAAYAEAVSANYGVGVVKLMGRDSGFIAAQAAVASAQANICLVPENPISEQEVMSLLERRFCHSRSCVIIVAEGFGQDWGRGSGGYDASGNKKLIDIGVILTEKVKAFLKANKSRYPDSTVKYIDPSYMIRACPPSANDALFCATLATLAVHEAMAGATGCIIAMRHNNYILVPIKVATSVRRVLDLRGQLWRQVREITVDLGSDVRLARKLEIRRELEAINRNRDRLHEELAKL
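ADP-Glo luminescence quantified ADP after 45 min at room temperature, with 1.25 nM T. brucei PFK, 0.1 mM ATP and 0.5 mM fructose-6-phosphate in pH 8.0 TEA buffer. qHTS titrations up to 57 µM; curves classified by quality.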
uPA surface inh = cell surface uPA generation inhibition; cell surface uPA generation assay, qHTS; Potency, µM (highest dose often 38.3 µM), for inactives: at the highest dose activity change, negative = inhibition, usual class: inhibitors; 330,000 compounds, 0.31% hits; AID 540303; active means well fitted inhibition curve with a large enough effect; inconclusive means small, poorly fitted or top-dose-only effect; inactive means no such curve, though single readings can be large or run the other way; tested in mouse RAW 264.7 cells; further: potency means the concentration at half of the fitted maximal effect; on the % scale 0 is the no-effect control and ±100 the full control effect; nearly all actives have a fitted effect of over 55% in size
Chronic BCR inh = chronic active BCR signaling inhibition | ABC-DLBCL IkBa-CBG/CBR reporter, luminescence ratio, 4 h | Potency, µM (titrated, usually from 46.1 µM), for inactives: top-dose ratio change, negative = lower green/red ratio, usual class: inhibitors | 340,000 compounds, 0.05% hits | AID 493014; active means well fitted inhibition curve with a large enough effect in the signal ratio, with a control signal flat, not every such curve was filed as active; inconclusive means small, poorly fitted or top-dose-only effect, or effect the other way, or a change in a side signal; the % refers to the signal ratio;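 further: potency means the concentration at half of the fitted maximal effect; plate controls were basal doxycycline-induced cells for no effect and cells given 10 µM MG132 for full effect; MG132 reads +100%, hits lower the ratio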
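Cell line TMD8 (human ABC DLBCL), stably expressing tet-inducible CBG68-IkBa fusion and CBR; IMDM/0.5% FBS; cpd up to 46 uM; dox induction, 4 h, 37C/5% CO2; dual luminescence; green/red ratio; MG132 control.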
TSHR antagonist = antagonists of human thyroid stimulating hormone receptor; P16473; TSHR-expressing cells, TSH-stimulated cAMP HTRF, 2 h; active compounds read low; activity change, negative = inhibition, % at 11.5 µM; 330,000 compounds, 0.2% hits; AID 504810;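 active means activity change below a set negative limit, meaning inhibition stronger than a set level, cut at about -70% in these data; inconclusive means activity change between two set negative limits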; further: on the % scale 0 is the no-effect control and ±100 the full control effect
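Freshly harvested TSHR cells receive pin-tooled compound, then EC80 TSH at 4nM final. After 2 hours at 37 deg C, antibody in lysis buffer and cAMP-d2 are added; 30 minutes at ambient temperature precede the HTRF read.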
USP2a block = inhibitors of human ubiquitin-specific protease USP2a. Potency, µM (highest dose often 38.3 µM), for inactives: at the top dose activity change, negative = inhibition, actives largely listed as inhibitors. 330,000 compounds, 0.01% hits. USP2 core, Ub-CHOP2 coupled fluorogenic reporter, 485/531. O75604;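 further: potency means the concentration at half of the fitted maximal effect; plate controls were DMSO wells for no effect and full inhibition by NEM control for full effect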
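USP2 core (10nM final) preincubated 30min RT with compound in 20mM Tris-HCl pH 8.0, 2mM CaCl2, 2mM beta-mercaptoethanol, 0.05% CHAPS; 25nM Ub-CHOP2 plus 25nM reporter substrate added, fluorescence (Ex485/Em531) read after 60min.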
PTAP TSG101 blk = blocks PTAP/TSG101 interaction to inhibit HIV-1 budding. Q99816. Potency, µM (doses to about 115 µM), for inactives: at the highest dose activity change, negative = inhibition, actives largely listed as inhibitors. Fluorescence polarization, FITC-PTAP peptide / Tsg101 binding. AID 493005. 340,000 tested, under 10 active; active means well fitted inhibition curve with a large enough effect in the main read-out, with a control signal flat, not every such curve was filed as active; inconclusive means small, poorly fitted or top-dose-only effect, or effect the other way, or a change in a side signal; inactive means no such curve, though single readings can be large or run the other way; further: potency means the concentration at half of the fitted maximal effect; % of control where 0% means no effect
Target sequence (Q99816 whole entry, looked up): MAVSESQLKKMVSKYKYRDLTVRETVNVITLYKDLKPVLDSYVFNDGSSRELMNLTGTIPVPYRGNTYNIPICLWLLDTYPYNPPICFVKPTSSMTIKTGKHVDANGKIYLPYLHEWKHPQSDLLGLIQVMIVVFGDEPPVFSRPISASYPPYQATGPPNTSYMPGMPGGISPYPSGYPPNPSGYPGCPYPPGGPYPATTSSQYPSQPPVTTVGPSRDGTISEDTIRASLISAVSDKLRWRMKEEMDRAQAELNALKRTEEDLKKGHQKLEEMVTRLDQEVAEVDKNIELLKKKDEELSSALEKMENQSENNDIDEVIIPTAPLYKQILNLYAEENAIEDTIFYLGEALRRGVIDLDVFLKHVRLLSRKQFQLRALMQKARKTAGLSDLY
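Compounds were pin-transferred onto Tsg101 binding domain (10 uM final) in HEPES pH 7.5 buffer, then FITC-PTAP peptide was added at 50 nM final. After 20 min at RT, polarization reported peptide displacement across a qHTS concentration series.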
* hit, by the source's call; ? = inconclusive; · = no result given; [ ] = another dose, or the depositor's remark. Unless noted, the call rests on the fitted dose curve; in most records, active means well fitted curve in the direction sought with a large enough effect; inconclusive means small, poorly fitted or top-dose-only effect, or another doubt; inactive means no such curve, though single readings can be large; an effect the other way counts as inactive or inconclusive. Compounds as they come, and some 3% of all compounds hit somewhere here.

SMILES	B2AR arrestin	TCR activator	ELG1 repair inh	Eya2 inh	Mito fusion yeast	Tb PFK block	uPA surface inh	Chronic BCR inh	TSHR antagonist	USP2a block	PTAP TSG101 blk
COc1ccccc1N1CCN(C(=O)CCC(=O)Nc2nnc(C(C)C)s2)CC1	0.3%	0%	?	2%	0%	-1%	0%	-4%	-7	2%	1%
Cc1cc2nc(C(C)(C)C)cc(N)n2n1	0.3%	-1%	10%	5%	-5%	2%	-3%	6%	2	1%	-8%
Cc1cccc(C(=O)O/N=C2\CCSc3ccc(C)cc32)c1	-0.2%	3%	20%	-13%	9%	0%	3%	-4%	-9	0%	-2%
Cc1c(NS(=O)(=O)N2CCCC2)c(=O)n(-c2ccccc2)n1C	-0.1%	4%	13%	0%	2%	5%	-3%	-2%	-11	0%	-2%
CN(C(=O)OCc1ccccc1)C(CC(N)=O)C(=O)O (configuration not stated)	0.0%	-15%	-3%	-1%	-2%	5%	2%	4%	19	3%	3%
Cc1c(C(=O)N2CCN(S(=O)(=O)c3ccc(F)cc3)CC2)oc2ccccc12	-0.1%	-1%	-14%	-6%	10%	-3%	-10%	-1%	5	-1%	1%
CC(C)Cc1nn2c(N)c(/C=C3\C=Nc4ccccc43)c(=O)nc2s1	0.3%	1%	-9%	7%	2%	3%	2%	2%	-17	1%	-3%
CC1(C)CC(=O)C=C(c2cccc(O)c2)C1	0.0%	0%	8%	4%	7%	-4%	6%	-14%	-15	1%	-1%
O=C(c1cccs1)N1CCN(c2cccc(Cl)c2)CC1	0.2%	1%	2%	5%	10%	-22%	-1%	-3%	-6	3%	2%
COc1cccc2c(=O)n(CC(=O)NCCc3ccccc3)ccc12	-1.0%	2%	-8%	-3%	-2%	-2%	-2%	?	29	-9%	-2%
CCCCn1c(-c2cccc3ccccc23)nc2cc3[nH]c(=O)c(C(C)C)nc3cc21	1.7%	0%	-9%	-11%	1%	-4%	6%	?	5	0%	-5%
CCS(=O)(=O)N1Cc2ccccc2CC1C(=O)Nc1nccs1 (configuration not stated)	-0.4%	-2%[46.1 µM]	?	-8%	-3%	0%	2%	0%	-1	-6%	0%
Cc1ccc2oc(C(Cl)(Cl)Cl)cc(=O)c2c1	0.3%	-4%	-8%	8%	-3%	-1%	?	22µM*	4	3%	-4%
CN(C)CCNC(=O)c1coc(=O)c(Br)c1	-0.4%	1%	?	17%	2%	1%	2%	?	23	1%	-1%
Fc1cccc2sc(N3CCCC3)nc12	0.3%	·	?	-1%	-2%	-21%	0%	-1%	27	1%	0%
CCOc1ccccc1NC(=S)N1CCC(NC(=O)NC23CC4CC(CC(C4)C2)C3)CC1	-1.7%	·	-18%	18%	-7%	-4%	2%	3%	-2	3%	-6%
Cc1cccn2c(=O)c(/C=C(\C#N)C(N)=O)c(N3CCCCCC3)nc12	0.2%	3%	-28%	-4%	2%	7%	-4%	?	15	3%	0%
Cc1cc(N)ccc1S(C)(=O)=O	-0.7%	2%[46.1 µM]	3%	-6%	-3%	-9%	-1%	-6%	-11	0%	-4%
Cc1ccc(CNC(=O)CCCCCNC(=O)N2CCn3c2nc2ccccc23)cc1	0.1%	1%	6%	-7%	-10%	19%	1%	?	-36	1%	-9%
C[C@@]12C(=O)Nc3ccc(Br)cc3C(=O)N1[C@H]1c3ccccc3OC[C@@H]1[C@@H]2c1ccccc1	7.9%	-1%	13%	8%	·	1%	?	?	-20	4%	0%
CCCNC(=O)C1(O)c2cc(Br)ccc2NC(=O)N1c1ccc(Cl)cc1 (configuration not stated)	0.1%	8%	-10%	-2%	-5%	3%	?	4%	11	4%	-1%
CCc1ccc(NC(=O)C2=CC(c3cccs3)=NS(=O)(=O)N2C)cc1	-0.6%	0%	7%	12%	4%	0%	20%	15%	8	-1%	-8%
O=C(Cn1ncc(Cl)c(Cl)c1=O)c1ccc2c(c1)OCCO2	?	11%[46.1 µM]	?	-1%	·	4%	-10%	?	-27	0%	-2%
Cc1nnc(NC(=O)CCn2c(=O)oc3ccc(Cl)cc32)s1	-0.2%	3%	?	-13%	1%	1%	2%	-1%	3	8%	-2%
O=C(CSc1nnnn1-c1ccc(F)cc1F)Nc1ccccc1F	-0.9%	-3%	0%	5%	0%	0%	0%	-3%	-1	1%	0%
Cc1cc(=O)oc2cc(NC(=O)COc3cccc(C(F)(F)F)c3)ccc12	0.3%	-14%	24%	4%	-1%	0%	-11%	1%	7	0%	-3%
Fc1ccccc1-c1cc2cc3c(cc2cn1)OCO3	0.2%	-2%	?	-1%	·	-3%	?	-10%	-28	-1%	·
O=C1CCN(CCc2ccccc2)CCN1[C@H](CSc1ccc(Br)cc1)c1ccccc1	-0.2%	6%	14%	0%	-38%[inhibitor]	2%	5%	-1%	-1	7%	7%
C=C(Br)CN1[C@@H](Cc2ccccc2)[C@H](O)[C@@]23C=C[C@@H](C[C@@H]2S1(=O)=O)O3	-0.1%	5%	7%	-5%	·	3%	-1%	-1%	5	-6%	-4%
O=C(CNC(=O)c1ccc(F)cc1)c1ccc(Cl)cc1	-0.2%	-1%	?	5%	6%	-4%	-1%	?	16	1%	-5%
COc1ccc(C(=O)Nc2nc3ccc(OC)cc3s2)cc1	0.2%	6%	?	3%	-2%	-1%	?	?	-7	1%	0%
NC(=O)c1cccn(Cc2ccc(C(F)(F)F)cc2)c1=O	-0.2%	4%	-9%	-7%	-1%	-7%	-4%	-13%	-2	0%	0%
C/C(CC(=O)Nc1ccc2c(c1)OCCO2)=N\NC(=O)c1ccccc1Cl	0.4%	-4%	?	11%	-10%	10%	-1%	?	-1	-1%	1%
COc1cc(C(=O)NC(c2ccccc2)c2ccccc2)cc(Cl)c1OC	-0.7%	0%[46.1 µM]	-12%	3%	-5%	0%	4%	-7%	-2	3%	0%
Cc1c(N=C2SCC(=O)N2/N=C\c2ccc(Br)cc2)c(=O)n(-c2ccccc2)n1C	-0.2%	3%[46.1 µM]	0%	6%	1%	6%	-3%	3%	-6	4%	-2%
Cc1cc(C(=O)N2CCC(Cc3ccccc3)CC2)no1	-0.9%	-4%	1%	5%	4%	-6%	-5%	?	-12	-1%	-1%
Cc1ccc(S(=O)(=O)N2CC3CCC2C3)cc1 (configuration not stated)	-1.0%	3%	1%	6%	1%	3%	1%	2%	-10	0%	-3%
O=C(CN1CCCc2ccccc21)N/N=C/c1ccc(F)cc1F	0.0%	-4%	-27%	-6%	-24%	-9%	3%	?	-3	8%	1%
COc1ccc(C(=O)n2nc(C#N)c(C#N)c2N)cc1	-1.0%	0%	10%	-5%	4%	1%	3%	0%	-2	4%	-4%
CCOc1cc(C(C(=O)NCC2CCCO2)N(C(=O)Cn2nnc3ccccc32)c2ccccc2OC)ccc1O (configuration not stated)	-0.9%	9%	11%	3%	0%	-2%	·	5%	-2	2%	-1%
Cc1ccc2c(c1)c(C)cc[n+]2Cc1ccccc1	-0.2%	-6%[46.1 µM]	-14%	2%	3%	4%	-4%	-14%	7	2%	-1%
O=C(CSC1=Nc2ccccc2C2=NC(CC(=O)NC3CCCCC3)C(=O)N12)NCc1ccco1 (configuration not stated)	0.4%	1%	4%	0%	4%	1%	-1%	?	29	2%	-14%
Cc1csc(SCC(=O)Nc2sccc2C(N)=O)n1	-0.2%	6%	?	9%	-10%	25%	-2%	?	3	1%	0%
CC(=O)c1ccccc1OC(=O)COc1ccc(Cl)cc1C	-0.1%	-9%	9%	-4%	1%	-6%	1%	1%	2	0%	-2%
Cc1cc(C(=O)CSc2nc(N)cc(=O)[nH]2)c(C)n1Cc1ccco1	-0.6%	8%	-19%	7%	-1%	-1%	-7%	-1%	-9	0%	-9%
O=C(O)c1cc2nccc(-c3ccc(F)cc3)n2n1	0.0%	4%	-2%	5%	-4%	?	2%	1%	1	2%	0%
Cc1cc(NC(=O)CN(C)C)c([N+](=O)[O-])cc1C	0.3%	4%	19%	5%	-4%	-1%	-2%	?	25	9%	-3%
COc1cccc(CC2(CO)CCCN(Cc3cn[nH]c3C3CCCCC3)C2)c1 (configuration not stated)	-0.2%	11%	-4%	-6%	6%	-4%	0%	-5%	0	2%	-3%
